Lipid storage S3 – qHTS Assay for Lipid Storage Modulators in Drosophila S3 Cells. lipid storage change, negative = inhibition, % at the top dose, mostly 46.1 µM; hits show Potency in µM. Drosophila S3 cells, BODIPY lipid droplet fluorescence, 18-24 h; cells fed with added oleic acid. 0.64% of 320,000 active; active = well fitted inhibition curve with a large enough effect in the signal ratio, with a control signal flat, not every such curve was filed as active; inconclusive = small, poorly fitted or top-dose-only effect, or effect the other way, or a change in a side signal; the % refers to the signal ratio
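Drosophila S3 cells loaded with oleic acid (400 uM, as added) and compounds at several concentrations; lipid droplets imaged by 488-nm laser-scanning cytometry, 500–530 nm intensity and object ratio to cell channel. Percent activity normalized to 20 uM Triacsin C.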
Lipid storage S3 cell count max – second read-out of Lipid storage S3, no call of its own (marks repeat the call); cell number change, %; measured here: cell count max response;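 cells counted by Cell Tracker Red CMTPX staining in the red channel; peak over a dose series mostly up to 46.1 µM; percent activity relative to internal control wells on each plate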
Numbers without * were called inactive; i = inactive; ? = inconclusive; . = no result given. % is set by controls: 0 for no effect and ±100 for the full control effect; potency is the fitted concentration of half-maximal effect. Some of the compounds tested, so the mix of outcomes need not match the whole.

SMILES | Lipid storage S3 | Lipid storage S3 cell count max
Cc1ccc(-c2cc(C(=O)N/N=C/c3ccccc3)n[nH]2)o1 | i | 1
Cc1nc2ccc(S(=O)(=O)NC(C(=O)N3CCCC3)C(C)C)cc2s1 (stereo not drawn) | 8% | -10
COc1ccc(NC(=O)CC2Oc3ccccc3NC2=O)cc1 (stereo not drawn) | ? | .
COc1ccccc1CCc1nnc(CCC(=O)NC(C)Cc2ccsc2)o1 (stereo not drawn) | -9% | -2
CCOc1cccc(-c2nnc3sc(COc4ccc(Cl)cc4)nn23)c1 | ? | .
Cc1cccc(/C=N\Nc2nnc(-c3ccccc3)c(=O)[nH]2)c1 | ? | .
Cc1ccccc1CCNC(=O)Cn1nc(C)c2c(C)n(-c3ccccc3)nc2c1=O | i | -8
Cc1ccc(NC(=O)C(c2ccccc2)C2CCCC2)cc1 (stereo not drawn) | 0% | -5
COc1ccccc1NC(=S)NNC(=O)c1ccccc1Br | ? | .
COc1cc(C(=O)NCc2ccc(C(=O)NCC(OC)OC)cc2)cc(OC)c1OC | 0% | 16
C=CCNc1nc(Nc2ccc(OC)cc2)nc(OC)n1 | ? | .
COC(=O)CC1COc2ccccc2N1C(=O)c1ccc(Cl)cc1 (stereo not drawn) | ? | .
CCOC(=O)c1c(C)[nH]c(C)c1S(=O)(=O)NCC1CCN(Cc2ccc(C)cc2)CC1 | i | -21
COc1ccc(C(=O)CSc2cc(C)nc(SCC(=O)c3ccc(C)cc3)n2)cc1 | -4% | -11
Cn1cc(CCNC(=O)c2ccc3nc(Cc4ccccc4F)oc3c2)cn1 | i | 15
O=C(Cn1cc([N+](=O)[O-])cn1)Nc1ccn(Cc2c(F)c(F)c(F)c(F)c2F)n1 | ? | .
CCCCC(=O)N1CCN(c2nc(-c3ccc(F)cc3)cs2)CC1 | ? | .
COc1ccc2nc(C)cc(Sc3nc4ccccc4s3)c2c1 | ? | .
CCc1ccc(-c2ccc3nnc(SC)n3n2)cc1 | 2% | -1
COc1cc(OC)c(OC)cc1CNc1nnnn1C | ? | .
O=C(c1cccnc1)N(Cc1ccccc1)C1(C(=O)Nc2ccccc2)CCCCC1 | 4% | 2
COc1ccc(C(C(=O)OC(C)CN(C)C)c2ccccc2)cc1 (stereo not drawn) | 6% | 1
Cc1ccc(CNC(=O)CCS(=O)(=O)c2ccc(Br)cc2)cc1 | 2% | -12
Cc1ccccc1CS(=O)(=O)Cc1ccc(C(=O)NCCCN2CC(C)CC(C)C2)o1 (stereo not drawn) | 2% | 13
CCn1nnc(-c2ccccc2NS(=O)(=O)c2ccc(S(=O)(=O)N(C)C3CCCCC3)cc2)n1 | ? | .
CC1CC(C)(C)N(C(=O)CSc2ccc(-c3ccc(F)cc3)nn2)c2ccccc21 (stereo not drawn) | ? | .
CC(=O)Nc1ccc(C(=O)NC2CCCC2)cc1 | ? | .
CCN(CC)C(=O)Cc1c(OC)ccc2cc(Br)ccc12 | -1% | 3
N#Cc1ccccc1CN1C(=O)S/C(=C/c2cccn2-c2ccc(C(=O)O)cc2)C1=O | ? | .
CN1CCN(C(=O)c2cc([N+](=O)[O-])ccc2Cl)CC1 | ? | .
CCOc1cccc(NC(=O)C2CC(=O)NC(=Nc3ccccc3)S2)c1 (stereo not drawn) | 22% | -11
C/C=C/c1ccccc1OCc1ccc(C(=O)OC)o1 | i | 3
Cn1c(-c2ccccc2)c(CCO)c2ccccc21 | -9% | .
COc1cccc(/C=C/C(=O)OCC(=O)NCC2CCCCC2)c1OC | ? | .
COC(=O)CCc1sc(Nc2ccccc2)nc1-c1ccc(OC)cc1 | 2% | -9
COc1ccc(N2CCN(CC(=O)NC(=O)NCc3ccccc3)CC2)cc1 | 2% | -1
Cc1ccc(/C(N)=N/OC(=O)c2ccc3ccccc3c2)cc1 | ? | .
CC(C)c1cc(C(F)(F)F)n2nc(C(=O)Nc3ccc(-n4cnnn4)cc3)cc2n1 | 1% | 15
S=C(NCc1ccccc1)N1CCn2cccc2C1c1cccnc1 (stereo not drawn) | ? | .
COc1ccc(NC(=O)c2n[nH]c(=O)c3ccccc23)cc1S(=O)(=O)N1CCCCC1 | 11% | 4
Cc1c(NC(=O)C2CCCNC2=O)c(=O)n(-c2ccccc2)n1C (stereo not drawn) | -13% | -20
CC(C)C(=O)Nc1nnc(SCC(=O)Nc2ccc3c(c2)OCCO3)s1 | -2% | 10
CC1CCc2sc(C(=O)N/N=C/c3ccc([N+](=O)[O-])cc3)cc2C1 (stereo not drawn) | 0% | 18
CC1=CN2C(=N)/C(=C/c3cn(CCCOc4ccccc4C)c4ccccc34)C(=O)N=C2S1 | -6% | -12
CSc1sc(-c2ccnc(SCC(=O)C(C)(C)C)n2)c2c1C(=O)CC(C)(C)C2 | ? | .
CCOC(=O)C1=C(O)/C(=C\c2ccc(CNS(=O)(=O)c3ccc(Br)cc3)o2)N=C1C | -2% | 0
CCOC(=O)C1=C(Cn2cnc3ccccc32)NC(=O)NC1c1ccc(Cl)cc1 (stereo not drawn) | ? | .
Oc1ccc(Cl)cc1C1=NNC(c2cccs2)C1 (stereo not drawn) | -12% | -18
NC(=O)c1cc(N2C(=O)C=CC2=O)ccc1Cl | ? | .
COc1ccc(CNC(=S)NCc2ccc(OC)cc2)cc1 | 16% | .
CC(=O)Nc1cccc(Oc2nc(-c3ccccn3)nc3ccccc23)c1 | 16% | -9
N=C1C(c2nc3ccccc3s2)=C(O)CN1NC(=O)c1c[nH]c2ccccc12 | ? | .
O=Cc1ccc(-n2cc(C=O)c3ccccc32)cc1 | ? | .
CCc1cc(C(=O)N=Nc2c(O)[nH]c3ccc([N+](=O)[O-])cc23)c2ccccc2n1 | ? | .
CCCN(CC(=O)Nc1c(C)cccc1CC)C(=O)SCC | ? | .
Nc1nc(SCCO)[nH]c(=O)c1NC(=O)c1ccco1 | 10% | 5
Cc1cc(Cn2ccnc2)c(C)cc1Cn1ccnc1 | ? | .
COc1ccc(O)c(/C=N/c2nc3ccccc3n2C)c1 | ? | .
CCc1n[nH]c(=S)n1/N=C/c1c[nH]c2ccc(Br)cc12 | ? | .
NC(=O)c1ccccc1NC(=O)NC1CCCCC1 | 4% | -18

Next part:
SMILES | Lipid storage S3 | Lipid storage S3 cell count max
CSCC(O)Cn1[nH]c(=O)c2cc(Cl)c(Cl)cc2c1=O (stereo not drawn) | ? | .
O=C(COC(=O)c1cccnc1Nc1ccccc1F)NC1CC1 | 12% | 11
COCCCn1c(SCC(=O)Nc2ccc3c(c2)OCCO3)nnc1-c1ccoc1C | ? | .
O=C(COC(=O)/C=C/c1cccs1)NC(=O)Cc1ccccc1 | -14% | 3
N#C/C(=C\c1cccc([N+](=O)[O-])c1)c1nnc2n1CCCCC2 | 4.1µM* | .
CSCC[C@H](NC(=O)OC(C)(C)C)C(=O)NCC1CCC(C(=O)N[C@@H](Cc2ccccc2)C(=O)O)CC1 (stereo partly drawn) | ? | .
COc1ccc(-n2c(Cc3cc(=O)[nH]c(=O)[nH]3)nnc2SCC(=O)N2CCCC2)cc1 | ? | .
CNC(=O)C1CCN(C(=O)c2ccc(-c3ccccc3)cc2)CC1 | ? | .
CC(C)(C)OC(=O)NCCc1nnc(SCc2ccc(Cl)cc2Cl)o1 | -1% | -16
O=C(O)c1ccc(NS(=O)(=O)c2ccc(Cl)c(C(=O)Nc3ccccc3)c2)cc1 | 28% | 1
COC(=O)Cc1c(C)nc2nc(-c3ccc(Cl)cc3)[nH]n2c1=O | 2% | 2
CN1CCCCc2c1[nH]c1ccccc1c2=O | ? | .
O=C(/C=C/c1ccc(Cl)cc1)N1CCN(Cc2ccccc2)CC1 | -3% | 4
O=C(Nc1ccccc1N1CCOCC1)c1ccc([N+](=O)[O-])o1 | 3% | -1
CCNC(=S)N/N=C/c1sc(N2CCCCC2)nc1-c1cccs1 | 12% | 19
COc1ccccc1-n1cc(-c2ccccc2)c2c(=S)nc[nH]c21 | ? | .
CSc1nc2[nH]ncc2c(=O)[nH]1 | ? | .
O=C(COc1ccccc1)N1CCN=C1c1ccccc1 | -48% | .
CCOC(=O)N/N=C\C=C\c1ccc2c(c1)OCO2 | 5% | 0
CCOC(=O)c1c(NC(=O)/C=C/C(=O)O)sc(C)c1-c1ccc(Cl)cc1 | ? | .
CCOC(=O)COc1ccc(S(=O)(=O)NCc2cccnc2)cc1 | ? | .
O=C(O)Cn1c(=O)c2c3c(sc2n(Cc2ccccc2)c1=O)CCCC3 | ? | .
O=C(COC(=O)c1ccc(N2CCOCC2)c([N+](=O)[O-])c1)Nc1ccc2c(c1)OCO2 | ? | .
Cc1cc2cc(CN(Cc3ccco3)S(=O)(=O)c3c(C)ccc4nsnc34)c(=O)[nH]c2cc1C | i | 15
CC1CCN(C(=O)CCS(=O)(=O)c2cc3c(cc2Cl)NC(=O)CO3)CC1 | ? | .
CN(/N=C/c1cc(Cl)cc(Cl)c1O)c1c(Cl)cccc1[N+](=O)[O-] | ? | .
Nc1c(C(=O)C2CC2)sc2nc(-c3cccs3)cc(C(F)(F)F)c12 | ? | .
COc1ccc(NS(=O)(=O)c2cccc(C(=O)NNC(=O)c3cc(S(N)(=O)=O)ccc3OC)c2)cc1 | 22% | 12
FC(F)(F)c1cc(C(F)(F)F)c2ccc(N3CCN(c4ccccc4)CC3)nc2n1 | -2% | -11
Cc1ccc(C(=O)/C=C/NCc2ccc(F)cc2)cc1 | ? | .
CCCCOc1ccc(N(CC(=O)NC2CCCCC2)C(=O)c2snc(C(N)=O)c2N)cc1 | ? | .
COc1ccc(Cl)cc1NC(=O)Cn1c(=O)oc2ccccc21 | 14% | .
CN=c1scc(-c2cc(OC)ccc2OC)n1/N=C/c1c(C)[nH]c2ccccc12 | ? | .
CCn1c(SCC(=O)N2CCCCC2)nc2c1c(=O)n(C)c(=O)n2C | 26% | 13
CCn1nc(NC(=O)COC)c2cc3cccc(C)c3nc21 | ? | .
CN(CC(=O)Nc1ccc(F)cc1)C(=O)C1CCN(S(=O)(=O)c2ccc3c(c2)OCCO3)CC1 | ? | .
COc1ccccc1-c1coc2c(CN3CCOCC3)c(O)ccc2c1=O | 11% | 14
O=C(Cn1nc(-c2ccccc2)c2ccccc2c1=O)Nc1cccc(O)c1 | 1% | -8
CC(C)(C)Nc1c2ccccc2nc2ccccc12 | -1% | 9
CCC(C)[C@H](NC(=O)NC1CCN(Cc2ccccc2)CC1)C(=O)OC (stereo partly drawn) | ? | .
CCOC(=O)C1(P(=O)(c2ccccc2)c2ccccc2)CCC1 | ? | .
O=C(CCCN1C(=O)/C(=C/c2cccs2)SC1=S)Nc1ccccn1 | -3% | -4
Cc1cccc(N(C(=O)Nc2ccccc2)C2=NCC(C)S2)c1 (stereo not drawn) | 1% | .
O=C(c1ccccc1)N1CCN(C2C3CC4CC(C3)CC2C4)CC1 (stereo not drawn) | ? | .
N#Cc1ccc(N2C(=O)[C@@H]3C(C(=O)c4ccc5ccccc5n4)=NN[C@@H]3C2=O)cc1 | 0% | -1
O=C1C=C(NC2CCCC2)CC(c2ccccc2)C1 (stereo not drawn) | ? | .
CSc1nc2sc3c(c2c(=S)[nH]1)CC(C)(C)OC3 | ? | .
COc1ccc(S(=O)(=O)N2CCCC(C(=O)NCc3ccc(F)cc3)C2)cc1 (stereo not drawn) | ? | .
O=C(c1cnn2c(C(F)F)cc(C3CC3)nc12)N1CCCC1 | ? | .
O=C(c1ccc(OC2CCN(CCc3ccccc3)CC2)cc1)N1CCCC(CCCO)C1 (stereo not drawn) | -21% | .
Cc1ccc(N(CC(=O)NCc2ccc(F)cc2)C(=O)c2csnn2)c(C)c1 | 15% | 7
Cc1cc(C)c(C(=O)C[n+]2cccc(C(N)=O)c2)c(C)c1 | -23% | 11
CS(=O)(=O)c1ccc(C(=O)NC2CCCc3ccccc32)cc1 (stereo not drawn) | 3% | .
O=C(C1=C(O)C(=O)N(CCCN2CCOCC2)C1c1ccncc1)c1cc2ccccc2o1 (stereo not drawn) | ? | .
CC(C)(C)C(=O)Nc1ccccc1C(=O)Nc1cccnc1 | ? | .

Of the compounds above, these have a Cl atom:
SMILES | Lipid storage S3 | Lipid storage S3 cell count max
CCOc1cccc(-c2nnc3sc(COc4ccc(Cl)cc4)nn23)c1 | ? | .
COC(=O)CC1COc2ccccc2N1C(=O)c1ccc(Cl)cc1 (stereo not drawn) | ? | .
CN1CCN(C(=O)c2cc([N+](=O)[O-])ccc2Cl)CC1 | ? | .
CCOC(=O)C1=C(Cn2cnc3ccccc32)NC(=O)NC1c1ccc(Cl)cc1 (stereo not drawn) | ? | .
Oc1ccc(Cl)cc1C1=NNC(c2cccs2)C1 (stereo not drawn) | -12% | -18
NC(=O)c1cc(N2C(=O)C=CC2=O)ccc1Cl | ? | .
CSCC(O)Cn1[nH]c(=O)c2cc(Cl)c(Cl)cc2c1=O (stereo not drawn) | ? | .
CC(C)(C)OC(=O)NCCc1nnc(SCc2ccc(Cl)cc2Cl)o1 | -1% | -16
O=C(O)c1ccc(NS(=O)(=O)c2ccc(Cl)c(C(=O)Nc3ccccc3)c2)cc1 | 28% | 1
COC(=O)Cc1c(C)nc2nc(-c3ccc(Cl)cc3)[nH]n2c1=O | 2% | 2
O=C(/C=C/c1ccc(Cl)cc1)N1CCN(Cc2ccccc2)CC1 | -3% | 4
CCOC(=O)c1c(NC(=O)/C=C/C(=O)O)sc(C)c1-c1ccc(Cl)cc1 | ? | .
CC1CCN(C(=O)CCS(=O)(=O)c2cc3c(cc2Cl)NC(=O)CO3)CC1 | ? | .
CN(/N=C/c1cc(Cl)cc(Cl)c1O)c1c(Cl)cccc1[N+](=O)[O-] | ? | .
COc1ccc(Cl)cc1NC(=O)Cn1c(=O)oc2ccccc21 | 14% | .

Screening results as filed in PubChem BioAssay.
